Screening results deposited in PubChem BioAssay by several laboratories.
proCasp3 act: procaspase-3 (human) activation | P42574 | recombinant procaspase-3 D3A, Ac-DEVD-pNA absorbance 405 nm | activation, % at 8.5 µM | actives 0.11% (n = 330,000) | AID 463141;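 active = activation above the mean of all tested compounds plus 3 SD, cut at about 21% in these data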;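 also: 0% = DMSO alone and 100% = DMSO wells spiked with extra 5 µM PC-3 D3A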
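Assay system – Procaspase-3 D3A mutant · Benchmarks – DMSO low control, extra-enzyme high control · Technique – 405 nm absorbance of p-nitroaniline, reads at 0 and 120 min · Doses – 8.5 µM nominal · Measure – % activation between DMSO and enzyme-spiked controls · Also added – Ac-DEVD-pNA chromogenic peptide substrate · Schedule – 1 h compound preincubation, 2 h substrate hydrolysis at 25 °C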
RPL19A TOR yeast: alters RPL19A-GFP fluorescence in TOR pathway yeast screen | S. cerevisiae RPL19A-GFP strain, flow cytometry, 3 h; hits give low values | percent response vs DMSO, % at 10 µM | actives 0.3% (n = 330,000);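 active = percent response vs DMSO below 50%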;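 also: median channel GFP fluorescence of the barcoded RPL19A-GFP strain; ratio of sample median GFP to plate DMSO average so 100% = DMSO; lower means less RPL19A-GFP as with rapamycin TOR inhibition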
proCasp7 act: counter-screen for procaspase-3 activators: activators of human procaspase-7. AID 463210. activation, % at 8.5 µM. actives 0.093% (n = 330,000). recombinant procaspase-7, Ac-DEVD-pNA absorbance 405 nm; D23A/D198A/D206A triple mutant, cannot self-cleave; scale: DMSO 0, 5 µM enzyme 100;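 active = percent activation above the screen-wide mean plus 3 SD, cut at about 25% in these data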
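Assay system: Uncleavable procaspase-7 mutant enzyme / Input: 2 µM procaspase-7 mutant as dispensed / Dosing: single nominal 8.5 µM compound dose, 0.8% DMSO final / Timing: 1 h enzyme–compound preincubation and 2 h substrate reaction, both 25 °C / Detection: p-Nitroaniline absorbance at 405 nm, read at 0 and 120 min / Replication: singlicate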
CIT2-GFP yeast: alters CIT2-GFP fluorescence in TOR pathway yeast screen | GFP response vs DMSO, % at 10 µM | S. cerevisiae CIT2-GFP strain, flow cytometry, 3 h; 100 means same as DMSO wells | AID 2029 | actives 0.065% (n = 320,000);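 active = GFP response relative to DMSO above a set limit, near the screen mean plus 3 SD, cut at about 150% in these data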;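 also: ratio of well median GFP fluorescence to mean of DMSO wells on the plate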
LAP4 TOR yeast: modulators of TOR pathway LAP4-GFP in S. cerevisiae. S. cerevisiae LAP4-GFP multiplex, flow cytometry GFP, 3 h; median GFP as percent of DMSO wells. GFP response vs DMSO, % at 10 µM. actives 0.34% (n = 320,000). AID 2023;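 active = GFP response vs DMSO above a set limit, about the screen mean plus 3 SD, cut at about 150% in these data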
AHR activator: activates the human aryl hydrocarbon receptor; P35869; AHR-responsive luciferase reporter cells, luminescence; activation, % at 5 µM; actives 2.5% (n = 320,000); AID 2796; in the data active = activation above about 47%;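 also: 0% = vehicle wells and 100% = reference agonist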
Target sequence (P35869 whole entry, looked up): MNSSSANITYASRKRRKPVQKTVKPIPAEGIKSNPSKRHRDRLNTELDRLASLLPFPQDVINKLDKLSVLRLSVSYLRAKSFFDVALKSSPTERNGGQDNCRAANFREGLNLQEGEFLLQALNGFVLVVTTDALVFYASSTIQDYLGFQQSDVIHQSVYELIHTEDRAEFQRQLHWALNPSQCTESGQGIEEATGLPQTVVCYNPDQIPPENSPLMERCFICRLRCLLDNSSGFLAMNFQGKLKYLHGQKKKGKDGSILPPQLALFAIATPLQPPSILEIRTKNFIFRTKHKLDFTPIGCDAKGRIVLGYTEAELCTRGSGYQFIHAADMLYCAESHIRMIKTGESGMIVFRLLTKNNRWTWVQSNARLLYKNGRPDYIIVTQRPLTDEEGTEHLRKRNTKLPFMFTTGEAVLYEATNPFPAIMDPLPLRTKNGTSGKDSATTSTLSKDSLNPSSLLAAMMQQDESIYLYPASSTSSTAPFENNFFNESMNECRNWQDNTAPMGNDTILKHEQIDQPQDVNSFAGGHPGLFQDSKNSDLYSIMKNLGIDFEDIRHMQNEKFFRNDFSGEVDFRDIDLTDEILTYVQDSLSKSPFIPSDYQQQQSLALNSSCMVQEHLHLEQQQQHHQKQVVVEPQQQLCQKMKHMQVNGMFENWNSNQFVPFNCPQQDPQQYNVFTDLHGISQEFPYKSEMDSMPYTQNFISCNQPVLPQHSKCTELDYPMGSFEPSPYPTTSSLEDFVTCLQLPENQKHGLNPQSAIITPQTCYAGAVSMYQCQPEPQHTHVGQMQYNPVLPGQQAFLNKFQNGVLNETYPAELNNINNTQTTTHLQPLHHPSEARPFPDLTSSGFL
MEP2-GFP yeast: alters MEP2-GFP fluorescence in TOR pathway yeast screen; actives 0.51% (n = 330,000); AID 2016; S. cerevisiae MEP2-GFP strain, flow cytometry GFP, 3 h; 100% = DMSO control level; GFP response vs DMSO, % at 10 µM;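 active = GFP response versus DMSO above a set limit, roughly screen mean plus 3 SD, cut at about 180% in these data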;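 also: median GFP fluorescence of the barcode-gated MEP2-GFP cells per well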
AGP1-GFP MLPCN: alters AGP1-GFP fluorescence in TOR pathway yeast screen; GFP response vs DMSO, % at 10 µM; actives 0.02% (n = 320,000); S. cerevisiae AGP1-GFP multiplex flow cytometry, 3 h; GFP as percent of DMSO wells; AID 2066;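 active = GFP response relative to DMSO above a set limit, near screen average plus 3 SD, cut at about 150% in these data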;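 also: median GFP channel fluorescence of the gated AGP1 strain per well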
The depositor's hits bear a star.

SMILES	proCasp3 act	RPL19A TOR yeast	proCasp7 act	CIT2-GFP yeast	LAP4 TOR yeast	AHR activator	MEP2-GFP yeast	AGP1-GFP MLPCN
CCC(C)(C)NC(=O)C(c1cccn1C)N(C(=O)Cn1nnc2ccccc21)c1ccc(F)cc1 (stereo not drawn)	1	91	6	100	92	0	96	92
COc1ccc(CCn2c(N3CCN(Cc4ccccc4)CC3)nc3c2c(=O)[nH]c(=O)n3C)cc1	10	96	-5	100	101	3	97	105
CCOc1ccc(-c2cccc(NS(=O)(=O)c3ccccc3[N+](=O)[O-])c2)nn1	-4	95	3	84	111	25	105	88
CC(C)(C)c1ccc(-c2nc3cc(N)ccc3o2)cc1	2	109	11	95	108	9	107	100
CC1(C)OC(=O)N(c2ccccc2)C12C=Cc1c(ccc3ccccc13)O2 (stereo not drawn)	6	103	0	85	95	4	97	98
Cc1csc(NC(=O)C2=NN(c3ccccc3)C(=O)CC2)n1	3	91	-11	102	114	12	94	93
COc1ccc(/C=N/N2CCOCC2)cc1COc1ccc(F)cc1	8	98	-7	98	103	4	104	98
COc1ccc(C(=O)Nc2ccc(S(=O)(=O)NC(C)(C)C)cc2)cc1[N+](=O)[O-]	8	97	-5	100	100	-2	99	97
CCCCNC(=S)Nc1ccc([N+](=O)[O-])cc1	1	99	-5	99	90	7	97	92
COC(=O)c1ccc2c(=O)n(Cc3ccco3)c(SCC(=O)Nc3ccc(C)c(Cl)c3)nc2c1	6	101	3	97	85	3	95	108
Cc1ccc(S(=O)(=O)c2c[nH]c3ccc(Cl)cc3c2=O)cc1	-1	99	-7	107	99	2	103	105
Cc1ccc(C)c(Nc2ncccc2C(=O)NCc2cccs2)c1	8	109	4	113	98	6	110	97
C(=Nc1cccc2c(N=Cc3ccco3)cccc12)c1ccco1	-12	106	-14	112	105	24	107	107
Cc1cc(C)c2c(NC(=O)CCl)nn(C)c2n1	0	94	8	98	111	3	104	104
COc1cc(OC)cc(-c2oc(=O)c3cc(OC)c(OC)cc3c2C#CCCCO)c1	-1	89	-6	88	95	1	90	91
COc1ccc(-c2noc(CN(C)C(=O)c3ccoc3C)n2)cc1OC	-11	96	13	99	95	1	98	95
CC(C)(CO)NC12CC3CC(CC(C3)C1)C2	2	90	4	93	89	5	98	84
COc1cc2c(cc1OC)C1=NC(=O)CN1C(SCc1ccc(C)cc1)=N2	-9	97	-4	98	92	7	100	99
CC(C)OCCCn1c(SCC(=O)N2CCCC2=O)nc2ccccc2c1=O	4	96	6	92	104	-1	95	101
CC(C)=CC(=O)OCC(=O)NC1CCCc2ccccc21 (stereo not drawn)	7	101	7	101	112	-1	113	105

A draw from above in order of molar mass, high to low.
SMILES	proCasp3 act	RPL19A TOR yeast	proCasp7 act	CIT2-GFP yeast	LAP4 TOR yeast	AHR activator	MEP2-GFP yeast	AGP1-GFP MLPCN
COC(=O)c1ccc2c(=O)n(Cc3ccco3)c(SCC(=O)Nc3ccc(C)c(Cl)c3)nc2c1	6	101	3	97	85	3	95	108
COc1ccc(CCn2c(N3CCN(Cc4ccccc4)CC3)nc3c2c(=O)[nH]c(=O)n3C)cc1	10	96	-5	100	101	3	97	105
COc1cc2c(cc1OC)C1=NC(=O)CN1C(SCc1ccc(C)cc1)=N2	-9	97	-4	98	92	7	100	99

New compounds follow:
SMILES	proCasp3 act	RPL19A TOR yeast	proCasp7 act	CIT2-GFP yeast	LAP4 TOR yeast	AHR activator	MEP2-GFP yeast	AGP1-GFP MLPCN
O=C(NNc1cccc(Cl)n1)c1c(F)cccc1F	-1	97	7	96	102	-8	98	101
N/C(=N\OC(=O)c1ccc([N+](=O)[O-])cc1)c1ccc(Br)cc1	1	102	-1	101	104	-1	107	92
CCCN1Cc2cccc(C(=O)NCCc3cccc(C)c3)c2C1=O	0	97	0	94	104	1	96	98
CCC(=O)Nc1cccc(C(=O)/C=C/c2cccs2)c1	-4	105	0	95	99	-1	94	91
O=C(O)[C@@H]1CCCN(S(=O)(=O)c2cccc3cccnc23)C1	4	98	4	101	88	0	98	90
COc1cc(-c2[nH]nc3c2C(c2ccoc2)C(C#N)=C(N)O3)cc(OC)c1OC (stereo not drawn)	-2	105	-2	108	115	0	112	112
CN1c2cccc3cccc(c23)N(C)C1c1cccs1	-16	103	3	94	108	8	101	110
Cc1ccc(Cl)cc1NC(=S)N1CCC(c2ccccc2)C1 (stereo not drawn)	-6	104	1	99	106	1	104	97
O=C(Cc1ccccc1)NCc1ccc2c(c1)OCO2	5	104	2	105	107	4	112	102
O=C(C(Cc1ccccc1)N1C(=O)C2C3C=CC(C3)C2C1=O)N1CCCCC1 (stereo not drawn)	10	107	1	108	104	2	107	107
CC(=O)Nc1ccc2sccc2c1	-3	95	-2	117	104	10	129	100
Cc1nn(Cc2c(F)c(F)c(F)c(F)c2F)c(C)c1NC(=O)c1c(-c2ccccc2)nn(-c2ccccc2)c1C	10	100	4	98	103	-4	107	98
CN(c1ccccc1)c1cc(=O)[nH]c(=O)[nH]1	1	101	-6	97	95	3	100	97
Cc1ccc(NC(=O)Cn2cccc2)cc1	-5	104	8	98	96	2	102	105
COc1cccc(CN2CCC(C(=O)Nc3ccc(-c4cccc(C)c4)cc3)CC2)c1O	-2	97	5	105	96	2	100	101
O=C(NNCC(O)COc1ccccc1)c1ccccc1 (stereo not drawn)	-9	102	2	101	97	0	98	99
O=C(O)c1ccc(N/N=C/c2ccc(OC(=O)c3cccc(Cl)c3)cc2)cc1	0	96	1	89	100	-8	96	100
Cc1c(C)n2c(SCC(=O)NC3CCCCC3)nnc2[nH]c1=O	10	91	7	80	99	-4	94	100
CC(=O)c1cccc(Nc2nc(-c3ccccc3)cs2)c1	6	96	-5	89	116	56*	104	92
CS(=O)(=O)c1nc(S(=O)(=O)c2ccc(Cl)cc2)c(NCCN2CCOCC2)s1	6	106	4	105	99	0	106	106
CCS(=O)(=O)N1CCN(C(=O)c2cccc3ccccc23)CC1	3	96	2	94	88	-1	89	89
Cc1ccc(NC(=S)/C(=C(\[O-])c2ccc(C)c([N+](=O)[O-])c2)[n+]2ccccc2)cc1C	2	102	-3	110	107	16	111	108
CCc1ccc(CN(C)C(=O)c2cc(COc3ccc(OC)cc3Cl)on2)nc1	2	93	10	79	71	4	78	83
COc1cc(/C=C/C(=O)OCC(=O)Nc2cc(C(F)(F)F)ccc2N2CCOCC2)ccc1O	5	106	-2	95	101	1	102	95
CCOc1ccccc1N=NC1C(=O)N(C(N)=S)N=C1C (stereo not drawn)	-2	104	10	95	100	65*	101	103
COc1ccccc1Oc1ccc(N2CC(C(=O)OCC(=O)c3ccccc3)CC2=O)cc1 (stereo not drawn)	-2	93	-1	93	106	-1	97	109
O=C(COC(=O)c1cccs1)c1ccccc1	-7	116	-6	116	111	0	114	107
CCOC(=O)c1[nH]ncc1CN1CCc2ccc(NC(=O)C3CCCO3)cc2C1 (stereo not drawn)	-4	104	12	98	94	6	96	100
COc1cc(C(O)P(=O)(OCC(C)C)c2ccc(N(C)C)cc2)cc(OC)c1OC (stereo not drawn)	-4	97	1	101	107	1	103	103
Cn1c(SCC(=O)NC2CC2)nnc1-c1ccc(Cl)cc1	6	99	-6	110	99	-1	100	98
COc1ccc(NC(=O)CSc2nncn2C)cc1	-2	104	-11	99	90	4	89	96
O=C1C(=O)N(Cc2cccnc2)C(c2cccc(F)c2)/C1=C(/O)c1ccc2c(c1)OCO2 (stereo not drawn)	6	103	-12	103	92	4	108	100
CC(C)(O)C#Cc1ccc(CN2CCN(C3CCCCC3)C(CCO)C2)s1 (stereo not drawn)	9	104	-6	106	88	-1	111	98
CCOC(=O)N1CCN(c2c(NCCCN(CC)CC)c(=O)c2=O)CC1	-7	97	11	97	93	0	95	93
CC(C)N(Cc1nc(-c2ccccc2)no1)C(=O)c1ccc([N+](=O)[O-])cc1	9	95	6	92	102	-1	95	90
Cc1nc2ccc(C(=O)N3CCCC(CO)(Cc4ccc(F)cc4F)C3)cc2nc1C (stereo not drawn)	6	97	-1	91	98	5	98	92
Cc1cc(Nc2ccccc2F)n2nc(C)nc2n1	6	104	9	99	107	3	106	104
COc1ccc(OC)c(NC(=O)COC(=O)c2ccc(OC)c(S(=O)(=O)N3CCCC3)c2)c1	6	99	-3	103	101	0	99	98
Cc1cccnc1NC(=O)CCn1c(=O)oc2ccccc21	-5	101	15	93	103	-3	93	100
COc1ccc(OC)c(/C=N/NC(=O)c2cc3c(OC)cccc3[nH]2)c1	16	93	38*	94	107	23	92	100
COc1ccc(C)cc1Nc1cc(C)nc2nc(C)nn12	2	98	9	89	103	2	102	96

Among those listed so far, 8 contain fluorine.
SMILES	proCasp3 act	RPL19A TOR yeast	proCasp7 act	CIT2-GFP yeast	LAP4 TOR yeast	AHR activator	MEP2-GFP yeast	AGP1-GFP MLPCN
CCC(C)(C)NC(=O)C(c1cccn1C)N(C(=O)Cn1nnc2ccccc21)c1ccc(F)cc1 (stereo not drawn)	1	91	6	100	92	0	96	92
COc1ccc(/C=N/N2CCOCC2)cc1COc1ccc(F)cc1	8	98	-7	98	103	4	104	98
O=C(NNc1cccc(Cl)n1)c1c(F)cccc1F	-1	97	7	96	102	-8	98	101
Cc1nn(Cc2c(F)c(F)c(F)c(F)c2F)c(C)c1NC(=O)c1c(-c2ccccc2)nn(-c2ccccc2)c1C	10	100	4	98	103	-4	107	98
COc1cc(/C=C/C(=O)OCC(=O)Nc2cc(C(F)(F)F)ccc2N2CCOCC2)ccc1O	5	106	-2	95	101	1	102	95
O=C1C(=O)N(Cc2cccnc2)C(c2cccc(F)c2)/C1=C(/O)c1ccc2c(c1)OCO2 (stereo not drawn)	6	103	-12	103	92	4	108	100
Cc1nc2ccc(C(=O)N3CCCC(CO)(Cc4ccc(F)cc4F)C3)cc2nc1C (stereo not drawn)	6	97	-1	91	98	5	98	92
Cc1cc(Nc2ccccc2F)n2nc(C)nc2n1	6	104	9	99	107	3	106	104
